Screening data as filed in PubChem.
EPAC2 agonist – EPAC2 (human) agonism. Q8WZA2. EPAC2 activation, biochemical qHTS; response scale: 100% = 6.5 mM cAMP response. Potency, µM (titrated, usually from 154 µM), for inactives: at the top dose activation, usual class: activators. hit rate 0.079% among 360,000. AID 720711; further: potency means the concentration at half of the fitted maximal effect; nearly all actives have a fitted effect of over 50% in size
Target sequence (Q8WZA2 whole entry, looked up): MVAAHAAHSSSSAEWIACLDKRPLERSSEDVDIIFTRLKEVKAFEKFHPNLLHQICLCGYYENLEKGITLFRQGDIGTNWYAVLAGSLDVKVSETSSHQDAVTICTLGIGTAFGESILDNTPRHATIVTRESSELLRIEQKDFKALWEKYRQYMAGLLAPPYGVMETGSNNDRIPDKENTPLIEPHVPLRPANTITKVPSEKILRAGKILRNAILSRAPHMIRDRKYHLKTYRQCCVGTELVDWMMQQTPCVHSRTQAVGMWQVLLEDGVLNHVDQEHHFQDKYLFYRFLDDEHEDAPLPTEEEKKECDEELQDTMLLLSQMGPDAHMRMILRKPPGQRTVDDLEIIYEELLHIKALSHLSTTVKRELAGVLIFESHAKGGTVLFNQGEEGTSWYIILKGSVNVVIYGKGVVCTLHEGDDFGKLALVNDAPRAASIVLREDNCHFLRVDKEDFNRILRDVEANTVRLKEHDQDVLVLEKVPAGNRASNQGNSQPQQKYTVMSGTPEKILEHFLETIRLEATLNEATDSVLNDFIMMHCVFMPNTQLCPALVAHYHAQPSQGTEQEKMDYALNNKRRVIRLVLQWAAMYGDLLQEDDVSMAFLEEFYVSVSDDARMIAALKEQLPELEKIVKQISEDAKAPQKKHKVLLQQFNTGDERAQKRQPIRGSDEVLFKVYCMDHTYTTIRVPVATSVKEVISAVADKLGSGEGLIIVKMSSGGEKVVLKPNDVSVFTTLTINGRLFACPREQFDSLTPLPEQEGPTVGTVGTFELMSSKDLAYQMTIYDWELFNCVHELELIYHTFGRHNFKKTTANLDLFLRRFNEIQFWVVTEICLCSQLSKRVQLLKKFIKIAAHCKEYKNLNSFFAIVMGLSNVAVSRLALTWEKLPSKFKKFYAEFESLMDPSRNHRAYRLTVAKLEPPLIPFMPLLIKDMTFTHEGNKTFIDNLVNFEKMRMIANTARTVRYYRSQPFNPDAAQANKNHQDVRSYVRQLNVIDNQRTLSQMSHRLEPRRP
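Each well held 100 nM EPAC2, 250 nM RAP1B-BODIPY-GDP and 50 uM GDP. Fluorescence, read at 5-min intervals to 30 min, was referenced to a 6.5 mM cAMP positive control.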
HepG2 viability – kills HepG2 cells in TGF-b inhibitor counter-screen. hit rate 0.76% among 410,000. HepG2 CAGA-GFP viability, ATP luminescence, 18 h. Potency, µM (series often up to 46.1 µM), inactives show top-dose activity change, negative = cytotoxicity, hits mostly cytotoxic; further: potency means the concentration at half of the fitted maximal effect; some results filed as inactive show a strong effect at the top dose
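CellTiter-Glo luminescence gave cytotoxicity after 18 hours at 37 degrees C. The cells were HepG2 CAGA-GFP in 1% FBS DMEM, stimulated with 500 pg/mL TGF-beta after compound addition. %Activity was normalised to no-cell wells (complete cell-killing) and DMSO (no toxicity), and curves were fitted and classified.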
A549 viability – A549 cytotoxicity, counter-screen for Nrf2 inhibitors; A549 ARE-Fluc cells, CellTiter-Fluor viability, 18-24 h; Potency, µM (highest dose often 46 µM), without a hit: at the top dose activity change, negative = cytotoxicity, hits mostly inhibitors; hit rate 0.16% among 390,000; AID 504648; further: potency means the concentration at half of the fitted maximal effect; on the % scale 0 is the no-effect control and ±100 the full control effect
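A549 ARE-Fluc cells in 5% FBS OPTI-MEM, 5000 cells/well, rested 2 h then exposed to compounds in concentration-response for 18-24 h at 37 °C. Viability by CellTiter-Fluor fluorescence (Ex 405/Em 525) after 30 min; luciferase luminescence (BugLite, 15 min, RT) read afterwards.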
ATXN2 expr inh – ATXN2 expression inhibition. HEK-293 ATXN2-luciferase reporter, luminescence, 24 h. Potency, µM (titrated, usually from 57 µM), for inactives: top-dose activity change, negative = inhibition, actives largely listed as inhibitors. hit rate 0.72% among 360,000. AID 1745845; further: potency means the concentration at half of the fitted maximal effect; on the % scale 0 is the no-effect control and ±100 the full control effect; nearly all actives have a fitted effect of over 55% in size
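ATXN2-luciferase reporter cells (luciferase flanked by upstream and downstream ATXN2 gene portions) were treated 24 h at 37 °C with compounds at up to 57 uM. SteadyGlo luminescence gave expression; GF-AFC fluorescence gave viability.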
IL-2 act – IL-2 activation; IL-2 activation reporter assay, cell-based qHTS; stimulated with anti-CD3/CD4/CD28 beads; in transgenic mouse T cells; activation, % (series mostly up to about 46 µM); hit rate 0.065% among 360,000; AID 652025; in the data active means activation above about 50%; inconclusive means mostly about 30% to 49%; further: 0% is about no effect
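Using fluorescent plate cytometry, EGFP and DsRed are detected in transgenic mouse T cells stimulated 18 h at 37 degrees C with antibody-coated beads after 60 min compound pretreatment.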
S2 tox – viability counter-screen for ATXN expression inhibitors. S2 cells (HEK-293 line with an ATXN2-luciferase reporter) viability, CellTiter-Fluor protease fluorescence, 24 h. Potency, µM (doses to about 56.7 µM), hits mostly cytotoxic. hit rate 0.49% among 400,000; further: potency means the concentration at half of the fitted maximal effect; nearly all actives have a fitted effect of over 40% in size
TGFb inhibitor – blocks TGF-b signaling; AID 588855; Potency, µM (top dose mostly 46.1 µM), inactives show at the highest dose activity, negative = inhibition, most hits filed as inhibitors; hit rate 1.2% among 410,000; HepG2 CAGA-GFP TGF-b/SMAD3 reporter, GFP fluorescence, 18 h; TGF-beta stimulated, 500 pg/mL final; further: potency means the concentration at half of the fitted maximal effect; on the % scale 0 is the no-effect control and ±100 the full control effect; nearly all actives have a fitted effect of over 65% in size
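Inhibition of TGF-beta-driven CAGA-GFP reporter expression in HEPG2 cells is measured by cellular GFP fluorescence after 18 h stimulation with 500 pg/mL recombinant TGF-beta in 1% FBS medium at 37 degrees C.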
Nrf2 inh – Nrf2 pathway inhibition; A549 ARE-Fluc reporter, luciferase luminescence, 18-24 h; Potency, µM (titrated, usually from 46 µM), for the others: top-dose activity change, negative = inhibition, usual class: inhibitors; hit rate 2.1% among 360,000; AID 504444; further: potency means the concentration at half of the fitted maximal effect; on the % scale 0 is the no-effect control and ±100 the full control effect; nearly all actives have a fitted effect of over 60% in size
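Reporter: ARE-Fluc in A549. Exposure: 18-24 h, 37 °C, 5% CO2, 5% FBS OPTI-MEM. Readouts: fluorescent cytotoxicity (CellTiter-Fluor), then luminescent Nrf2 signal after BugLite.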
Nrf2 activator – activates Nrf2 signaling | AREc32 ARE-luciferase reporter (MCF7-derived line), luminescence, 24 h | Potency, µM (highest dose often 46.1 µM), for the others: at the top dose activation, actives largely listed as activators | hit rate 0.31% among 410,000 | AID 624171; further: potency means the concentration at half of the fitted maximal effect; % of control where 0% means no effect; nearly all actives have a fitted effect of over 65% in size
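Luciferase luminescence (Steady-Glo, 30 min at room temperature) served as the read-out of ARE activation in AREc32 cells treated with compounds for 24 hr at 37 deg C.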
An asterisk follows results filed as active; i = inactive; ? = inconclusive; . = not tested or not shown; & = joins results of further samples; [ ] = dose if it differs, or a comment. Unless noted, the call rests on the fitted dose curve; in most records, active means well fitted curve in the direction sought with a large enough effect; inconclusive means small, poorly fitted or top-dose-only effect, or another doubt; inactive means no such curve, though single readings can be large; an effect the other way counts as inactive or inconclusive.

SMILES	EPAC2 agonist	HepG2 viability	A549 viability	ATXN2 expr inh	IL-2 act	S2 tox	TGFb inhibitor	Nrf2 inh	Nrf2 activator
CC(=O)N1CCc2cc(Br)cc(S(=O)(=O)CCC(=O)N3CCN(c4ccc(F)cc4)CC3)c21	.	-5.0%	0.0%	-1.8%	.	i	?	-4.7%[9.27 µM]	-0.3%
COc1cccc(NC(=O)CN(c2cccc(OC)c2)S(C)(=O)=O)c1	10.5%	9.6%	-6.8%	-11.2%	-2.5	i	11.4%	-9.3%	-0.2%
C=CCn1c(SCC(=O)NC2CCS(=O)(=O)C2)nnc1-c1ccncc1 (configuration not stated)	2.9%	5.5%	-0.3%	-13.2%	-4.8	i	2.8%	1.1%	0.9%
COc1ccc(/C=N\NC(=O)CCN2CCN(c3ccccc3)CC2)cc1OC	-0.6%	-1.4%	10.8%	-3.3%	-1.8	i	-0.6%	0.0%	-0.2%
CCCN(C(=O)c1cc(S(=O)(=O)N(C)c2ccccc2OC)ccc1C)C1CCS(=O)(=O)C1 (configuration not stated)	10.4%	-28.5%	0.9%	1.8%	-0.1	i	-0.1%	9.9%	0.5%
Cc1noc(C)c1S(=O)(=O)N1CCC(Cc2ccccc2)CC1	10.3%	-0.3%	-6.6%	-7.1%	-0.6	i	-4.6%	-0.6%	-1.0%
COc1ccc2c(C)c(C(=O)NCC(C)O)oc2c1OC (configuration not stated)	-7.7%	1.2%	-2.3%	7.8%	-0.6	i	-1.0%	.	3.2%
O=C(OCCN1CCN(c2ncc(C(F)(F)F)cc2Cl)CC1)c1ccc(F)cc1	-0.5%[15.6 µM]	0.3%	1.3%	-12.8%	-0.3	i	-1.7%	9.4%	0.4%
Fc1ccccc1C1c2[nH]c3ccccc3c2CCN1Cc1ccoc1 (configuration not stated)	3.9%	12.8%	-22.6%	.	1.3	i	?	?	2.8%
CN(Cc1ccccc1)C(=O)c1csc([C@H]2C[C@H](O)[C@@H](CO)O2)n1	8.8%	5.2%	.	4.0%	0.0	i	3.6%	.	-1.1%
O=S(=O)(Nc1ccccc1)c1ccc(NS(=O)(=O)c2cccs2)cc1	4.8%	10.3%	-3.8%	1.6%	0.7	i	1.7%	?	-0.3%
CCOC(=O)c1c(CN2CCOCC2)n(C)c2cc(Br)c(O)c(CN(C)C)c12	-3.5%&12.3%	1.1%&-3.7%	0.0%&0.3%	-0.6%&-15.4%	-1.4&-0.7	i	-7.6%&-0.4%	?	6.2%&5.4%
O=C1C2Sc3[nH]c(=O)sc3C(c3cc([N+](=O)[O-])ccc3O)C2C(=O)N1c1ccccc1 (configuration not stated)	8.2%	1.7%	-8.6%	0.3%	-5.0	i	12.7%	7.9%	-0.1%
CCCCOc1ccc(C(=O)NCC(=O)OC2CCOC2=O)cc1 (configuration not stated)	-8.0%	-47.4%	0.7%	-2.1%	-1.7	i	?	3.9%	0.2%
O=C1NN=C2CCCCCCC12 (configuration not stated)	-1.0%	4.5%	.	.	-1.2	i	1.3%	.	-0.7%
COc1cccc(N(CC(=O)NCCSc2ccccc2)S(C)(=O)=O)c1	-4.1%	-14.8%	5.4%	3.3%	0.9	i	6.5%	.	-0.5%
O=C(C[n+]1cccc(C(=O)N/N=C/c2ccc(Br)cc2)c1)c1ccccc1	2.9%	-0.3%	2.9%	.	-0.7	i	9.5%	4.4%	0.5%
O=C(CCc1ccccc1)NNC(=O)c1ccc(F)cc1	10.1%	10.4%	1.6%	10.8%	-3.4	i	-0.2%	2.4%	-0.2%
CC(C)n1c(=O)c2oc3ccccc3c2n(CC(=O)Nc2ccccc2Cl)c1=O	.	-3.0%	3.8%	.	.	.	21.6%	?	-1.2%
COC(=O)c1cccc(C(=O)N2CCCC(CCC(=O)N(C)CCc3ccccn3)C2)c1 (configuration not stated)	4.2%	-0.6%	-4.5%	-5.4%	0.3	i	-0.1%	-6.5%	-0.8%
Brc1ccc2c(c1)C(c1cccnc1)=NNC(c1cccs1)=N2	6.3%	11.6%	-1.5%	-14.8%	0.8	i	-8.4%	-3.7%	4.7%
O[C@H]1C[C@H](c2ccc(Cl)cc2)N(CC2CCCCC2)C[C@@H]1n1cc(C2CC2)nn1	-6.8%	15.8µM*	.	?	-3.3	35.5µM*	?	.	-5.6%
CC1SCCN1S(=O)(=O)c1ccc2ccccc2c1 (configuration not stated)	-0.8%	-2.6%	3.2%	2.4%	6.6	i	-3.7%	16.8%	-0.7%
O=C(CCCN1C(=O)C(c2ccccc2)Oc2cccnc21)NCc1ccc(F)cc1 (configuration not stated)	-4.7%	-5.2%	10.2%	4.7%	-1.5	i	-2.2%	-11.9%	-0.7%
Cc1cc(C)c(NC(=O)c2cc(C(=O)O)ccc2C(=O)O)c([N+](=O)[O-])c1	0.6%	14.6%	1.2%	-0.6%	3.7	i	5.6%	7.7%	0.2%
CN(CCOc1ccc(Cl)cc1)C(=O)CNS(=O)(=O)c1ccc(N(C)C)c([N+](=O)[O-])c1	1.4%	-31.3%	-8.7%	-4.7%	-5.2	i	-1.6%	-15.6%	2.9%
COc1ccc(CC(=O)Oc2ccc(C)cc2Br)cc1S(=O)(=O)N1CCOCC1	2.7%	3.8%	2.4%	2.1%	0.0	i	0.0%	19.3%	2.6%
COc1cc(/C=N/NC(=O)c2ccc3ccccc3c2)ccc1Oc1ccc([N+](=O)[O-])cn1	8.7%	-3.5%	2.3%	-15.5%	-0.4	i	10.6%	?	0.3%
CCOc1ccc(NS(=O)(=O)c2ccc(C(=O)N(C)Cc3cccc(OC)c3OC)cc2)cc1	14.8%	-17.9%	-7.4%	-18.6%	-4.1	i	-4.0%	14.6µM*	2.7%
CCc1ccccc1NC(=O)CN1CCN(C(=O)CCC(=O)N2CCC(c3ccccc3)=N2)CC1	13.2%	-14.8%	-4.4%	-8.3%	-0.4	i	-23.0%	-10.0%	0.7%
Cc1cc2c(N=NC(=O)C3CC3c3ccccc3)c(O)[nH]c2cc1Br (configuration not stated)	-4.0%	14.2%	0.0%	-22.4%	3.0	i	1.3%	16.3%	0.5%
O=C(CS(=O)(=O)c1cn(Cc2ccc(F)cc2)c2ccccc12)N1CCCCC1	5.7%	-24.3%	-12.3%	-16.2%	3.2	i	-8.5%	-26.4%	-0.3%
CCCONC(=O)Nc1ccccc1[N+](=O)[O-]	-3.0%	-3.1%	-0.8%	10.0%	-2.7	i	19.4%	11.9%	3.5%
CCOC(=O)c1ccc(NC(=O)COc2ccc(CNCCO)cc2OCC)cc1	-4.8%	-15.0%	-1.1%	-13.0%	-0.8	i	?	9.8%	0.9%
COc1ccccc1CCC(=O)NNC(=O)c1ccc(Br)cc1	-1.7%	7.4%	-2.3%	9.5%	0.2	i	9.4%	1.5%	-1.0%
Cn1c(Cc2csc(N)n2)nnc1SCC(=O)NC1CCCCC1	3.7%	5.6%	1.4%	-25.5%	-0.1	i	16.3%	.	-0.3%
CC(C)c1ccc(NC(=O)CSc2nc3ccccc3nc2N2CCCC2)cc1	13.4%	-17.8%	11.7%	-2.1%	-2.8	i	-2.7%	-1.9%	0.6%
O=C(Nc1ccnn1C1CCN(C(=O)c2cnsn2)CC1)c1cccc(F)c1	0.8%	-19.1%	-2.9%	12.9%	-2.1	i	0.0%	16.6%	0.6%
CCN(CC)S(=O)(=O)c1ccc(C(=O)NCCN(C)C)cc1	2.7%	18.2%	4.5%	-23.8%	-0.4	?	17.0%	18.3%	-0.5%
O=C(c1ccc(S(=O)(=O)N2CCOCC2)cc1)N1CCN(c2ccccc2F)CC1	10.4%	4.4%	-13.7%[1.84 µM]	-5.2%	1.1	i	0.2%	-0.4%	-0.9%

Single records, from the list above. Order of values: EPAC2 agonist | HepG2 viability | A549 viability | ATXN2 expr inh | IL-2 act | S2 tox | TGFb inhibitor | Nrf2 inh | Nrf2 activator
CCN(CC)S(=O)(=O)c1ccc(C(=O)NCCN(C)C)cc1 across the screens: 2.7% | 18.2% | 4.5% | -23.8% | -0.4 | ? | 17.0% | 18.3% | -0.5%
O=C(CS(=O)(=O)c1cn(Cc2ccc(F)cc2)c2ccccc12)N1CCCCC1 across the screens: 5.7% | -24.3% | -12.3% | -16.2% | 3.2 | i | -8.5% | -26.4% | -0.3%
CCCONC(=O)Nc1ccccc1[N+](=O)[O-] across the screens: -3.0% | -3.1% | -0.8% | 10.0% | -2.7 | i | 19.4% | 11.9% | 3.5%
COc1ccccc1CCC(=O)NNC(=O)c1ccc(Br)cc1 across the screens: -1.7% | 7.4% | -2.3% | 9.5% | 0.2 | i | 9.4% | 1.5% | -1.0%
CCOC(=O)c1ccc(NC(=O)COc2ccc(CNCCO)cc2OCC)cc1 across the screens: -4.8% | -15.0% | -1.1% | -13.0% | -0.8 | i | ? | 9.8% | 0.9%

Carrying on:
SMILES	EPAC2 agonist	HepG2 viability	A549 viability	ATXN2 expr inh	IL-2 act	S2 tox	TGFb inhibitor	Nrf2 inh	Nrf2 activator
Cc1ccc(NC(=O)Cn2ccn(-c3ccc(F)c(F)c3)c(=O)c2=O)cc1C	.	-12.3%	6.0%	.	.	.	-31.6%	-13.6%	0.3%
Cc1noc(C)c1C(=O)Nc1nnc(-c2ccccc2)s1	-1.8%	-14.1%	-8.0%	0.9%	-0.5	i	25.9%	-3.8%	2.7%
Cc1cc(C)nc(NC(=NCCc2c[nH]c3ccc(Cl)cc23)NC(=O)c2ccccc2C)n1	.	-13.4%	-7.5%	-10.0%	.	i	-4.9%	-25.0%	-0.1%
CC1(c2ccc3c(c2)OCO3)NC(=O)N(CC(=O)c2ccc[nH]2)C1=O (configuration not stated)	-1.1%	-5.1%	0.0%	3.2%	-0.4	?	9.5%	-8.7%	-0.3%
